# Screening results (PubChem)
# ERG Ets-DNA blk: blocks human ERG Ets domain binding to DNA | Potency, µM (titrated, usually from 76.9 µM), for inactives: top-dose FP activity, negative = inhibition, hits mostly inhibitors | P11308 | 370,000 tested, 0.028% active | fluorescence polarization, His-ERG Ets domain / labelled DNA | AID 624246; active = well fitted inhibition curve with a large enough effect in the polarisation, with a control signal flat; inconclusive = small, poorly fitted or top-dose-only effect, or effect the other way, or a change in a side signal; inactive = no such curve, though single readings can be large or run the other way; the % refers to the polarisation;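 also: polarization taken with two DNA probes labelled with fluorescein and Texas red; % of control where 0% means no effect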
#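 His-tagged ERG Ets domain (1 uM in the protein solution; 300mM KCl, 50mM Tris-HCl, 1mM EDTA, 1mM DTT, pH 7.5) received compound, then a probe mix of 5 nM fluorescein-DNA and 100nM Texas-615-DNA. Fluorescence polarization was read for both dyes.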
# ALOX12 inh: blocks human arachidonate 12S-lipoxygenase | purified 12hLO, xylenol orange hydroperoxide absorbance | P18054 | Potency, µM (series often up to 108 µM), without a hit: at the top dose activity change, negative = inhibition, hits mostly inhibitors | 580,000 tested, 1.1% active; also: % is scaled to controls: 0 for no effect and ±100 for the full control effect
# Target sequence (P18054 whole entry, looked up): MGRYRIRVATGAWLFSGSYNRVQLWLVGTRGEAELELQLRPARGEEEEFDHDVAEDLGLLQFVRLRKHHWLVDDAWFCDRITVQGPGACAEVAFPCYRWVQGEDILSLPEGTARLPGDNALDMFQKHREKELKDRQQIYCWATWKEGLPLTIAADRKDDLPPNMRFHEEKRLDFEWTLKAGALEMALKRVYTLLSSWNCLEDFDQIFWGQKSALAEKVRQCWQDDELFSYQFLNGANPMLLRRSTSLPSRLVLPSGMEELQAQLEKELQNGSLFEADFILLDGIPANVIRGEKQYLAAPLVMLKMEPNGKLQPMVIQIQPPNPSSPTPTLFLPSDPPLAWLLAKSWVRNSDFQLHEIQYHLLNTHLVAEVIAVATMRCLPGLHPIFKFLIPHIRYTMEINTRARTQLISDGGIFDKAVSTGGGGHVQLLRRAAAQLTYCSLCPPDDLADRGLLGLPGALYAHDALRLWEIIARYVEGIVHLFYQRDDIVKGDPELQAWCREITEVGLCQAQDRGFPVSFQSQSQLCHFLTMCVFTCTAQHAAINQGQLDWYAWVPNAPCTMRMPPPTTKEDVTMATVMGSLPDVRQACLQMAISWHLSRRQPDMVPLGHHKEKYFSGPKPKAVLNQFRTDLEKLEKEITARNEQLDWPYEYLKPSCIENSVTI
#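 Hydroperoxide product was detected by ferrous iron/xylenol orange as the 573 to 405 nm absorbance ratio. Arachidonic acid at 40 uM (final) was turned over for 30 min at room temperature by 150 nM human 12hLO, pH 7.0 Hepes buffer, after 15 min compound preincubation.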
# HP1b binding inh: inhibitors of HP1-beta chromodomain binding to methylated histone tails. P83916. AlphaScreen HP1-beta / biotin-H3K9me3 peptide binding. Potency, µM (titrated, usually from 114 µM), for the others: at the highest dose activity change, negative = inhibition, actives largely listed as inhibitors. 390,000 tested, 0.56% active; also: nearly all actives have a fitted effect of over 70% in size; inactives centre near 23
#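 HP1-beta protein (50 nM final) preincubated 30 min at room temperature with biotinylated H3(1-18)K9me3 peptide (50 nM) in PBS pH 7.4, 0.01% Tween-20, then compound added for 30 min. AlphaScreen streptavidin donor/nickel chelate acceptor beads (10 ug/mL final), 30 min dark, luminescence read.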
# PGK inhibitor: inhibitors of T. brucei phosphoglycerate kinase; P07378; PGK/GAPDH coupled, Kinase-Glo luminescence, 60 min; Potency, µM (top dose mostly 57.5 µM), inactives show at the top dose activity change, negative = inhibition, most hits filed as inhibitors; 380,000 tested, 0.043% active; AID 602233; also: % is scaled to controls: 0 for no effect and ±100 for the full control effect; nearly all actives have a fitted effect of over 60% in size
# Target sequence (P07378 whole entry, looked up): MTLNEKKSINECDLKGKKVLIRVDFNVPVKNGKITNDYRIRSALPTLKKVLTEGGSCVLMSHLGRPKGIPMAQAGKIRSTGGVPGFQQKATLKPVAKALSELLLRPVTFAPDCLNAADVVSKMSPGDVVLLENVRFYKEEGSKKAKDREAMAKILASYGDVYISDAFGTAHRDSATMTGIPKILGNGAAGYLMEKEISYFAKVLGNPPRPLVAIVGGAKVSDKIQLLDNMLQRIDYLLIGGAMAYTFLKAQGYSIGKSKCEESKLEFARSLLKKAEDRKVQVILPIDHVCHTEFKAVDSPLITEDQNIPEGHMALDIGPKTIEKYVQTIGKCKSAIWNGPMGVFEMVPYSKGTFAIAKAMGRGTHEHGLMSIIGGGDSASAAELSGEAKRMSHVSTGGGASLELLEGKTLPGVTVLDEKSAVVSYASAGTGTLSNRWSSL
#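 Recombinant glycosomal PGK reaction used 1,3-bisphosphoglycerate generated in-well by GAPDH (100nM final) in 100mM TEA pH 7.6, 5mM MgCl2, 0.01% Tween-20. After 60 minutes at room temperature, ATP was read by Kinase-Glo Plus luminescence end-point.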
# RGS4 inh: human RGS4 inhibition; AID 504845; P49798; Transcreener GDP fluorescence polarization, RGS4-accelerated GTP hydrolysis; Potency, µM (highest dose often 114 µM), for the others: top-dose activity change, negative = inhibition, hits mostly inhibitors; 390,000 tested, 0.039% active; also: % is scaled to controls: 0 for no effect and ±100 for the full control effect; nearly all actives have a fitted effect of over 75% in size; some results filed as inactive show a strong effect at the top dose
#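 MLSMR compounds (23 nl, pin-transferred) preincubated 10 min at room temperature with a 500nM (2x) first reagent, then RGS4 at 900nM (2x) plus Transcreener GDP mix added; fluorescence polarization (620/688 nm) read before and after 90 min at 30 °C.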
# rTrxR1 inhibitor: blocks rat thioredoxin reductase 1; O89049; recombinant rTrxR1, NADPH fluorescence consumption, selenite substrate; Potency, µM (series often up to 114 µM), for inactives: at the top dose activity change, negative = inhibition, actives largely listed as inhibitors; 390,000 tested, 1% active; AID 588453; also: % is scaled to controls: 0 for no effect and ±100 for the full control effect; nearly all actives have a fitted effect of over 65% in size
#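 Rat TrxR1 (90 nM in the dispensed reagent) was pre-reduced with 400 uM NADPH for 5 min at room temperature, then incubated with compound for 15 min. After 400 uM selenite was added, NADPH fluorescence (Ex 340/Em 450 nm) was followed for 8 min.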
# Pin1 inhibitor: human Pin1 inhibition | Potency, µM (doses to about 115 µM), for inactives: at the highest dose activity, negative = inhibition, most hits filed as inhibitors | Pin1 FP peptide displacement, HiFluor488, 10 min | AID 504891 | Q13526 | 390,000 tested, 0.009% active; active = well fitted inhibition curve with a large enough effect in the polarisation, with a control signal flat, not every such curve was filed as active; inconclusive = small, poorly fitted or top-dose-only effect, or effect the other way, or a change in a side signal; inactive = no such curve, though single readings can be large or run the other way; the % refers to the polarisation; also: % is scaled to controls: 0 for no effect and ±100 for the full control effect
# JMJD2A Tudor: blocks the human JMJD2A Tudor domain; O75164; AlphaScreen JMJD2A-Tudor / H3K4me3 peptide binding; Potency, µM (doses to about 114 µM), without a hit: at the top dose activity change, negative = inhibition, usual class: inhibitors; 390,000 tested, 4.4% active; also: % is scaled to controls: 0 for no effect and ±100 for the full control effect; nearly all actives have a fitted effect of over 50% in size
# GLS inh: blocks human kidney-isoform glutaminase activity | GLS enzymatic activity, qHTS titration | Potency, µM (top dose mostly 45.5 µM), for the others: top-dose activity change, negative = inhibition, most hits filed as inhibitors | 410,000 tested, 0.21% active | AID 624170; also: % is scaled to controls: 0 for no effect and ±100 for the full control effect
#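 Compounds were pin-transferred onto hKGA, after which L-glutamine (1 mM solution) and a detection mix of glutamate oxidase, HRP and Amplex Red were added. Initial and 30 min RT fluorescence reads were collected.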
# * hit, by the source's call; i = inactive; ? = inconclusive; nt = not tested or not shown; & = joins results of further samples; [ ] = dose if it differs, or a comment. Unless noted, calls follow the shape of the dose curve; as a rule, active = well fitted curve in the direction sought with a large enough effect; inconclusive = small, poorly fitted or top-dose-only effect, or another doubt; inactive = no such curve, though single readings can be large; an effect the other way counts as inactive or inconclusive. Potency is read from the fitted curve at half-maximal effect.
ERG Ets-DNA blk	ALOX12 inh	HP1b binding inh	PGK inhibitor	RGS4 inh	rTrxR1 inhibitor	Pin1 inhibitor	JMJD2A Tudor	GLS inh	smiles
nt	-16.6%	26.1%	5.1%	-11.1%	18.4%	?	-10.3%	-9.4%	COc1ccccc1NS(=O)(=O)c1cccc(C(=O)OCc2nc3ccccc3s2)c1
13.2%	14.1%	37.2%	-9.6%	-29.2%	79.4µM*	-5.4%	-15.4%	4.1%	COc1ccc(C(=O)N/N=C/c2sc(=O)n(Cc3cccc(C(=O)O)c3)c2Cl)cc1
6.7%	-3.4%	117.5%[activator]	-1.0%	5.2%	-14.0%[57.1 µM]	2.9%	?	2.3%	Cc1ccc(NC(=O)c2cc3c(=O)oc4ccccc4c3s2)nc1
7.1%	-14.9%	46.1%[activator]	-4.9%	-12.1%	-20.9%	?	-17.2%	-6.5%	COc1cccc(Cn2nnc(C(=O)Nc3cc(C)ccc3C)c2N)c1
-3.9%	8.5%	5.6%	-3.8%	4.7%	13.4%[57.1 µM]	-0.1%	-9.6%	0.9%	CCCCCC(=O)NNC(=O)Cc1ccc([N+](=O)[O-])cc1
-3.7%	?	16.4%	-10.8%	-20.3%	-9.6%	-3.6%	-28.1%	14.4%&14.7%	NS(=O)(=O)c1cc(C(=O)O)c(NCc2ccco2)cc1Cl
-0.7%	?	28.2%	-0.2%	11.4%	6.8%	-4.4%	-13.9%	6.6%	CC(C)Oc1cccc(NC(=O)C2CCN(S(=O)(=O)Cc3ccccc3)CC2)c1
-7.4%	-1.2%	56.0%[activator]	i	-26.0%	12.1%	12.7%	-14.2%[57.1 µM]	-7.3%	CCCC(C)NC(=O)COc1ccc(S(=O)(=O)c2ccc(OCC(=O)NC(C)CCC)cc2)cc1 (centres undefined)
nt	0.0%	16.1%	3.7%	-2.8%	1.4%	1.2%	-2.9%	14.6%	CCN(CC(=O)Nc1ccc(NC(C)=O)cc1)C(=O)c1ccc(C(=O)c2ccccc2)cc1
13.6%	-0.4%	57.7%[activator]	-1.9%	20.1%[11.4 µM]	12.7%[57.1 µM]	-1.9%	-4.1%[11.4 µM]	-4.4%	CC(=O)c1cccc(N(CC(=O)O)S(C)(=O)=O)c1
4.0%	162.1%[activator]	20.3%	-3.1%	-15.0%	-10.8%	-3.7%	-25.5%	0.1%	Nc1nonc1OCCN1CCN(c2ccc([N+](=O)[O-])c3cccnc23)CC1
-8.1%	0.0%	33.3%	-0.7%	28.6%	2.3%	-0.8%	-18.3%	11.8%	Cc1ccc(NS(=O)(=O)c2ccc3c(c2)OCCCO3)cc1S(=O)(=O)N1CCOCC1
nt	-9.8%	25.9%	-6.5%	5.3%	-12.4%	-11.1%	-4.1%	11.1%	O=C(Nc1ccccc1Cl)C1C2CCC3C(CCC21)C3(Cl)Cl (centres undefined)
0.5%	2.6%	49.5%[activator]	i	-1.9%	12.7%[57.1 µM]	-8.0%	-5.8%	-1.4%	OCC[C@H]1C[C@@H](O)[C@H](O)[C@@]2(CCc3ccccc3CO2)O1
-13.1%	0.4%	21.7%	-6.4%	15.3%	-14.3%	0.0%	-11.6%	-2.0%	Cc1ccccc1NC(=O)/C(C#N)=C/c1ccsc1
2.7%	-9.8%	19.8%	-0.6%	-16.3%	0.7%[57.1 µM]	10.0%	1.0%	10.2%	Cc1ccc2cc(CCNC(=O)C(=O)c3c[nH]c4ccccc34)c(=O)[nH]c2c1
-1.9%	2.7%	25.2%	i	12.3%	11.1%[57.1 µM]	1.2%	-12.7%	0.2%	Cc1cnc2c(c1SCC(=O)NCc1ccccc1Cl)c(=O)n(C)c(=O)n2C
1.1%	-60.2%&24.2%	-11.0%	i	-25.8%	-9.4%	?	?	-25.9%	CCN1CCc2c(sc(-n3cccc3)c2C(C)NC(=O)Nc2ccc(C(=O)OC)cc2)C1 (centres undefined)
3.9%	1.7%	40.1%	0.8%	12.0%	1.5%[57.1 µM]	1.2%	7.9%	14.7%	COC(C)(C)[C@]12CC(O)(c3ccccc3)ON1[C@H]1CCCCC1N2O (some centres undefined)
8.1%	7.7%	33.7%	-6.8%	18.4%	7.5%	-5.7%	0.7%	-5.4%	CC(=O)N1c2ccc(S(=O)(=O)N(C)Cc3ccccc3)cc2CC1C (centres undefined)
-11.0%	-8.0%	33.1%	-7.9%	-11.9%	8.7%[57.1 µM]	-5.0%	3.7%	-33.0%	OCC(O)/C=N/Nc1nc2ccccc2s1 (centres undefined)
18.6%	-6.3%	-5.7%	-9.4%	-4.1%	-7.2%[57.1 µM]	-0.9%	9.2%	-5.8%	CC(C)(C)NC(=O)CN(C(=O)C(=O)Nc1ccc2c(c1)OCCO2)C1CC1
4.4%	?	7.8%	-9.8%	25.4%	?	-3.7%	-26.8%	2.7%	COc1ccc(NC(=O)CN2CCCN(S(=O)(=O)c3ccc(F)cc3)CC2)cc1
-4.7%	?	31.9%	-2.6%	20.1%	-2.3%	?	-15.6%	24.0%	CCc1ccc(-n2c(=S)sc3c(=O)n(-c4ccccc4C)c(SCC(=O)O)nc32)cc1
-1.8%	-2.1%	35.7%	11.4%	-0.3%	5.0%	-1.2%	-18.3%	0.9%	CCO[C@H]1OC(C(=O)N2CCN(C)CC2)=C[C@@H](c2ccc(C(F)(F)F)cc2)[C@@H]1CCCO
2.7%	-2.9%	19.7%	-2.1%	-2.1%	18.9%	-4.6%	-4.9%	-1.8%	NS(=O)(=O)c1ccc(NC(=O)CN2C(=O)C3C4C=CC(C4)C3C2=O)cc1 (centres undefined)
1.1%	0.3%	34.3%	-8.9%	12.8%	9.5%[57.1 µM]	-6.6%	-10.2%	-14.1%	CCOC(=O)c1c(C)nc2c(C#N)cnn2c1C
0.0%	-18.1%	21.0%	-1.4%	11.4%	1.4%	4.7%	?	2.5%	CC1CCC(NC(=O)COC(=O)c2n[nH]c(=O)c3ccccc23)CC1 (centres undefined)
0.5%	?	35.5%	-6.7%	1.8%[11.4 µM]	9.7%[57.1 µM]	0.7%	-4.1%[11.4 µM]	-4.0%	CCOC(=O)CCNCC1COc2ccccc2O1 (centres undefined)
0.0%	-13.7%	67.5%[activator]	-7.0%	-18.8%	-14.6%	-2.2%	0.9%	2.9%	Cc1cc(Oc2ccccc2)nc(SCC(=O)Nc2ccccc2)n1

# Part of the list above in order of heavy-atom count, ascending:
ERG Ets-DNA blk	ALOX12 inh	HP1b binding inh	PGK inhibitor	RGS4 inh	rTrxR1 inhibitor	Pin1 inhibitor	JMJD2A Tudor	GLS inh	smiles
13.6%	-0.4%	57.7%[activator]	-1.9%	20.1%[11.4 µM]	12.7%[57.1 µM]	-1.9%	-4.1%[11.4 µM]	-4.4%	CC(=O)c1cccc(N(CC(=O)O)S(C)(=O)=O)c1
-3.9%	8.5%	5.6%	-3.8%	4.7%	13.4%[57.1 µM]	-0.1%	-9.6%	0.9%	CCCCCC(=O)NNC(=O)Cc1ccc([N+](=O)[O-])cc1
-1.8%	-2.1%	35.7%	11.4%	-0.3%	5.0%	-1.2%	-18.3%	0.9%	CCO[C@H]1OC(C(=O)N2CCN(C)CC2)=C[C@@H](c2ccc(C(F)(F)F)cc2)[C@@H]1CCCO

# (further entries)
ERG Ets-DNA blk	ALOX12 inh	HP1b binding inh	PGK inhibitor	RGS4 inh	rTrxR1 inhibitor	Pin1 inhibitor	JMJD2A Tudor	GLS inh	smiles
-0.6%	?	-2.2%	-7.9%	-8.6%	18.9%	-6.9%	-15.9%	1.6%	CCC(C)Nc1nc2c(c(=O)[nH]c(=O)n2C)n1Cc1ccc(F)cc1 (centres undefined)
5.6%	?	10.1%	-4.0%	12.2%	16.2%	-1.1%	-25.7%	?	Cc1ccccc1S(=O)Cc1ccc(C(=O)NC2CCCCCC2)o1 (centres undefined)
-10.7%	?	?	-7.2%	-53.4%	-7.3%	0.7%	35.5µM*	?	COc1ccccc1/C=C/C=N/n1c(-c2n[nH]c3c2CCC3)n[nH]c1=S
-1.0%	-0.5%	21.7%	-3.8%	-3.7%	20.5%[57.1 µM]	-9.5%	2.1%	-1.9%	Cc1n[nH]c(C)c1Sc1ccccc1N
-5.7%	0.0%	26.2%	-5.6%	-20.9%	-3.5%	0.9%	5.0%	9.9%	CN(C(=O)COC(=O)c1c[nH]c(=O)[nH]c1=O)C1CCCCC1
7.1%	?	?	-9.6%	-37.7%	31.6µM*	-6.9%	15.8µM*	0.0%	CCOC(=O)c1sc(N2C(=O)C(O)=C(C(=O)c3ccco3)C2c2ccco2)nc1C (centres undefined)
-2.5%	?	-21.1%	-2.9%	-13.9%[11.4 µM]	6.0%	-1.0%	-4.6%[11.4 µM]	1.2%	Cc1occc1C(=O)Nc1nccs1
nt	1.4%	3.0%	-0.3%	4.1%	-9.3%	-5.0%	-21.4%	6.0%	N#C/C(=C\c1c(N2CCCCC2)nc2ccccn2c1=O)C(=O)NCc1ccco1
15.8%	?	5.5%	-9.3%	-27.0%	14.1µM*	-11.5%	?	11.7%	CC(C)c1ccc(CN(C(=O)/C=C/c2ccco2)C2CCS(=O)(=O)C2)cc1 (centres undefined)
-5.5%	-6.2%	19.8%	-12.4%	14.9%	33.5%[activator]	-7.6%	-10.5%	-2.4%	CC(C)N(Cc1ccccc1)C(=O)CN1C(=O)NC2(CCCCCC2)C1=O
11.6%	nt	8.6%	3.0%	3.8%	-23.8%	?	-27.1%	-8.7%	CCC1CCCCN1S(=O)(=O)c1ccc(C(=O)Nc2nnc(-c3cccs3)o2)cc1 (centres undefined)

# These rows are one share of the data; the hit share may differ from the screen's.
